ER stress death – ER stress cell death inhibition; CSM14.1 thapsigargin ER stress survival, ATP luminescence; relative survival (cellular ATP), % at 15 µg/mL (by protocol); hit rate 0.33% among 48,000; AID 1010;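 active = survival measured by cellular ATP above 50% at 15 µg/ml in the first screen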;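 also: cell death triggered by about 15 µM thapsigargin; ATP read 24 h after thapsigargin was added; plate controls were thapsigargin with DMSO for no effect and DMSO without thapsigargin for full effect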
* marks the source's active call; other numbers are inactive results; & = joins results of further samples. This is a subset (hit frequency here may not be typical).

SMILES	ER stress death
O=C(COc1ccccc1)Nc1ccc(-c2nc3ncccc3o2)cc1	12.4
O=C1CC(c2ccccc2)CC(O)=C1C=NCCc1ccccc1 (stereo not drawn)	10.3
O=C(/C=C/c1ccc(-c2cccc(Br)c2)o1)c1ccco1	13.5
O=C(O)CCCCCN1C(=O)C(=O)/C(=C(/O)c2ccc(Cl)cc2)C1c1ccccc1[N+](=O)[O-] (stereo not drawn)	-1.1
COc1ccc(C(=O)Nc2ccc(OC)c(OC)c2)c(OC)c1	-23.4
CNC(=O)c1ccc(CN2CCc3ccccc3C2)cc1	2.0
CCOC(=O)c1cnn(-c2ccccc2)c1NC(=O)c1cccc(F)c1	-5.8
Cc1ccccc1NC(=O)c1c(NC(=O)c2ccc([N+](=O)[O-])cc2)sc2c1CCC2	4.3
Cc1cc(Nc2cc(Cl)cc(Cl)c2)n2ncnc2n1	-2.7
Cc1ccc(OCCSc2nc3ccccc3[nH]2)cc1	9.2
Cc1cccc(N2C(=O)C(=O)/C(=C(/O)c3ccccc3)C2c2ccccc2)n1 (stereo not drawn)	0.2
CC(=O)COc1ccc2c(c1)oc(=O)c1ccccc12	5.8
O=[N+]([O-])c1cccc(N/C(=N/S(=O)(=O)c2ccc(Cl)cc2)c2ccccc2)c1	-1.4
CC(=O)Nc1ccc(N=Cc2ccc(Cl)c([N+](=O)[O-])c2)cc1	-9.3
O=C(CN1C(=O)c2ccccc2C1=O)Nc1ccccc1Br	7.7
CC(=O)C1=C(O)C(=O)N(CCCC(=O)O)C1c1ccc(I)cc1 (stereo not drawn)	7.2
O=C1c2ccccc2-c2onc3c(N4CCN(c5ccccc5)CC4)ccc1c23	-2.7
O=C(CCC(NC(=O)OCc1ccccc1)C(=O)OCc1ccccc1)NCC(=O)OCc1ccccc1 (stereo not drawn)	-13.3
O=C(Cn1cc(/C=C2/C(=O)NC(=S)N(c3ccccc3)C2=O)c2ccccc21)Nc1ccccc1	10.5
COc1ccccc1N1CCN(/N=C\c2ccncc2)CC1	4.2
CC(=O)NCCc1c(C)n(Cc2ccccc2)c2ccccc12	-6.7
CCSc1nnc(NC(=O)/C=C/c2ccc(Cl)cc2)s1	4.2
O=C1OC(c2ccc(Cl)cc2)=C/C1=C\c1ccc(F)cc1	-2.9
CCOc1ccc(N/C=C2\CCCCC2=O)c([N+](=O)[O-])c1	5.3
COc1ccc(/C=C2\SC(=S)N(CCCC(=O)Nc3cccc(C(=O)O)c3)C2=O)cc1	6.5
The listing continues:
SMILES	ER stress death
Cc1nn(-c2ccccc2)c(C)c1-c1cccc([N+](=O)[O-])c1	-0.9
COC(=O)C(=Cc1cc(Br)c(OCc2ccc([N+](=O)[O-])cc2)c(OC)c1)C(=O)OC	-4.8
O=C(O)c1c[nH]c2cc3c(cc2c1=O)OCCO3	5.3
Cc1cc(C)c(C(CC(=NNC(N)=O)c2cccs2)C(C#N)C#N)c(C)c1 (stereo not drawn)	-8.0
O=C(Nc1ccc2nn(-c3ccc(F)cc3)nc2c1)c1cc2ccccc2o1	-9.1
COc1ccc(C(=O)N/C(=C\c2ccc(-c3cccc([N+](=O)[O-])c3)o2)C(=O)NCCc2ccccc2)cc1	1.1
CC(NS(=O)(=O)c1ccc2ccccc2c1)c1ccccc1 (stereo not drawn)	-0.3
COc1ccccc1CN1CCN(Cc2ccncc2)CC1	-5.9
CCOC(=O)C1=C(C)N=c2s/c(=C\c3cc(Br)c(O)c(OC)c3)c(=O)n2C1c1ccc(OC)c(OC)c1 (stereo not drawn)	9.4
Cc1ccc(S(=O)(=O)/N=C(\N)c2ccc(F)cc2)cc1	3.3
CCOc1ccccc1/C=N/NC(=O)c1cccc(Cl)c1	6.8
O=C(/C=C/Nc1ccccc1)c1ccccc1	-5.7
COc1ccc(NC2=C(C(=O)C(F)(F)F)CCCC2)cc1OC	2.8
Cc1ccc(O)c(NC(=O)c2cnn3c(C(F)(F)F)cc(-c4ccco4)nc23)c1	3.2
Cc1sc(NC(=O)CN2C(=O)c3ccccc3C2=O)nc1-c1ccccc1	8.7
Cc1c([N+](=O)[O-])c([N+](=O)[O-])nn1CC(=O)Nc1sc2c(c1C#N)CCCC2	2.4
CCOc1ccc(C(=O)/C=C/c2ccc(C(=O)OC)cc2)cc1	-2.4
COc1ccc(C(=O)Nc2nc(C34CC5CC(CC(C5)C3)C4)c(C)s2)cc1	1.9
COc1ccc(C(=O)Nc2nc3ccc4ccccc4c3s2)c(OC)c1	9.1
N/C(Cc1ccc(Cl)cc1)=N\OC(=O)c1ccc([N+](=O)[O-])cc1	2.2
CS(=O)(=O)N(Cc1ccccc1)c1ccc(C(=O)Nc2ccc(F)c(Cl)c2)cc1	13.5
CN(C(=S)Nc1ccccc1)c1ccccc1	6.0
CCSc1nc2ccccc2n1CC(=O)Nc1c(C)cccc1C	-6.2
COc1ccc(-c2nnc(NC(=O)c3ccc([N+](=O)[O-])c(Cl)c3)s2)cc1	2.9
COc1ccc(NC(=O)C(c2ccccc2)c2ccccc2)cc1OC	9.7
The listing continues.
SMILES	ER stress death
O=C(N/N=C/C1CC=CCC1)c1cccnc1 (stereo not drawn)	0.6
CC1(C)CC(=O)C(C2(C3C(=O)CC(C)(C)CC3=O)C(=O)Nc3ccccc32)C(=O)C1	4.1
NS(=O)(=O)c1ccc(NC(=S)NC(=O)c2ccc(Br)cc2)cc1	-3.0
NC(=O)c1ccc(NC(=O)COc2cccc(Cl)c2)cc1	8.8
O=C(N=Nc1c(O)[nH]c2ccc([N+](=O)[O-])cc12)c1cccc(Br)c1	-0.8
CCNC(=S)NN=Cc1ccc(OCCOc2ccccc2C)cc1	0.0
CCOC(=O)c1ccccc1N1C(=O)C=CC1=O	-5.8
O=C1NC(=S)N(c2cccc(Br)c2)C(=O)/C1=C\c1ccc(-c2ccccc2[N+](=O)[O-])o1	1.8
N#Cc1c2n(c3c(=O)n(Cc4ccc(Cl)cc4)cnc13)CCCC2	-3.9
CCN(CC)C(=O)c1sc(NC(=O)c2cccc(F)c2)c(C(=O)OC(C)C)c1C	8.0
C=C(C)COc1ccccc1/C=C1\N=C(c2cccs2)OC1=O	1.3
FC(F)(F)c1ccc2nnc(-c3ccc(Cl)cc3)n2c1	-0.4
COc1ccccc1N1C(=O)C2ON(c3ccccc3C)C(c3cccc(Br)c3)C2C1=O (stereo not drawn)	9.8
Cc1cccc(-c2nc3cc(NC(=O)COc4ccccc4[N+](=O)[O-])ccc3o2)c1	0.8
COc1ccc(NC(=O)COc2cc(C)c(Cl)c(C)c2)c(OC)c1	-2.1
O=C(Nc1ccc(Cc2ccc(NC(=O)Nc3ccccc3O)cc2)cc1)Nc1ccccc1O	6.3
O=C(/C=C/c1ccc(-c2ccccc2Cl)o1)c1ccc(F)cc1	-2.2
Brc1cccc(CN2CCN(C3CCN(Cc4ccccc4)CC3)CC2)c1	-2.7
CC(=O)N1N=C2CCCCC2C1C(C)C (stereo not drawn)	-6.0
CN(C)CCCNC(=O)Cc1ccc(Cl)cc1	-4.0
CCCc1c(C)[nH]c2c(OC)cccc2c1=O	16.1
Cc1c(Cl)cccc1-c1ccc(C(=O)O)o1	1.1
CS(=O)(=O)N1CCN(Cc2ccccn2)CC1	-6.2
COC(=O)c1c(NC(=O)c2cccc(OC)c2)sc2c1CCCC2	8.3
COc1ccc(-c2nc3cc(NC(=O)COc4ccc([N+](=O)[O-])cc4)ccc3o2)cc1Br	2.0

15 structures already listed, sorted by heavy-atom count, lowest first.
SMILES	ER stress death
CC(=O)N1N=C2CCCCC2C1C(C)C (stereo not drawn)	-6.0
Cc1c(Cl)cccc1-c1ccc(C(=O)O)o1	1.1
CN(C)CCCNC(=O)Cc1ccc(Cl)cc1	-4.0
CCOC(=O)c1ccccc1N1C(=O)C=CC1=O	-5.8
FC(F)(F)c1ccc2nnc(-c3ccc(Cl)cc3)n2c1	-0.4
NC(=O)c1ccc(NC(=O)COc2cccc(Cl)c2)cc1	8.8
NS(=O)(=O)c1ccc(NC(=S)NC(=O)c2ccc(Br)cc2)cc1	-3.0
O=C(N=Nc1c(O)[nH]c2ccc([N+](=O)[O-])cc12)c1cccc(Br)c1	-0.8
CCNC(=S)NN=Cc1ccc(OCCOc2ccccc2C)cc1	0.0
Brc1cccc(CN2CCN(C3CCN(Cc4ccccc4)CC3)CC2)c1	-2.7
CCN(CC)C(=O)c1sc(NC(=O)c2cccc(F)c2)c(C(=O)OC(C)C)c1C	8.0
CC1(C)CC(=O)C(C2(C3C(=O)CC(C)(C)CC3=O)C(=O)Nc3ccccc32)C(=O)C1	4.1
O=C1NC(=S)N(c2cccc(Br)c2)C(=O)/C1=C\c1ccc(-c2ccccc2[N+](=O)[O-])o1	1.8
COc1ccccc1N1C(=O)C2ON(c3ccccc3C)C(c3cccc(Br)c3)C2C1=O (stereo not drawn)	9.8
O=C(Nc1ccc(Cc2ccc(NC(=O)Nc3ccccc3O)cc2)cc1)Nc1ccccc1O	6.3

Other structures follow.
SMILES	ER stress death
CC1CCCC(C)N1CC(O)COCc1ccc2c(c1)OCO2 (stereo not drawn)	2.6
Cc1ccc(-c2ccccc2)n1-c1ccc(Cl)c(C(=O)O)c1	-1.3
NC(=O)c1c(NC(=O)c2ccccc2[N+](=O)[O-])sc2c1CCCCCC2	-2.6
CCN(CC(O)Cn1c2ccccc2c2ccccc21)S(=O)(=O)c1ccc(C)cc1 (stereo not drawn)	7.9
O=C(Nc1c(C(=O)N2CCCCC2)cnn1-c1ccccc1)c1cccc(F)c1	4.4
O=C(COc1ccccc1)Nc1ccc(O)c(-c2nc3ccccc3o2)c1	2.3
COc1cccc(/C=N\N2CCN(c3ccc(C)cc3)CC2)c1O	5.2
Cc1c(C(c2ccco2)c2c(C)n(C)n(-c3ccccc3)c2=O)c(=O)n(-c2ccccc2)n1C	8.0
COc1cccc(/C=N/N2CCN(Cc3ccccc3Cl)CC2)c1	12.9
Clc1ccc(C2NN=C(Cc3ccccc3)S2)c(Cl)c1 (stereo not drawn)	0.6
Cc1oc(-c2ccccc2)cc1C(N)=O	8.7
CCC(C)(C)C1CCc2c(sc(NC(=O)c3cnccn3)c2C(=O)OC)C1 (stereo not drawn)	1.3
CC1(C)Cc2ccccc2C(N/N=C/c2c(O)ccc3ccccc23)=N1	-0.8
Nc1ccc(S(=O)(=O)O)c2cccc(O)c12	5.0&-1.6
COc1cc(CN2CCN(C(=O)c3ccc([N+](=O)[O-])cc3)CC2)cc(OC)c1OC	9.1
O=S(=O)(N/N=C/c1cccc(Cl)c1)c1ccc(Cl)cc1	2.6
O=C1c2ccccc2C(=O)N1CCSc1nnc(-c2ccncc2)n1-c1ccccc1	4.6
CCCCCCCC(=O)CCCC(=O)Nc1ccc(C)cc1	7.6
CC(C)CNC(=O)CN(c1cccc(Cl)c1)S(C)(=O)=O	12.2
COc1ccc(CCNC(=O)/C(=C/c2ccc(C(C)C)cc2)NC(=O)c2ccccc2)cc1OC	79.3*
O=C(Nc1ccc(Nc2ccccc2)cc1)c1cccc(Cl)c1	12.7
Cc1cc([N+](=O)[O-])c2[nH]c(C(=O)N/N=C/c3ccccn3)c(-c3ccccc3)c2c1	0.4
CCCC(=O)C1=C(C(=O)OC)C(C)(C)C/C1=N/OCC	1.3
COc1ccc(/C=N/Nc2nc(-c3ccc(C)cc3)nc3ccccc23)cc1OC	7.4
CC(=O)Oc1ccc2c(c1)c(C(C)=O)c(C)n2-c1ccccc1	-2.2
Remaining list, next part:
SMILES	ER stress death
N#CCC(=O)N1CCN(C(c2ccccc2)c2ccccc2)CC1	-3.6
Cc1ccc2nc(-c3ccc(N4C(=O)C5C6c7ccccc7C(c7ccccc76)C5C4=O)cc3)sc2c1 (stereo not drawn)	10.7
CN1CCN(c2ccc([N+](=O)[O-])cc2/C=N/NC(=O)c2cccc([N+](=O)[O-])c2)CC1	-5.4
Cc1cc(C)c2nc3s/c(=C\c4ccccc4)c(=O)n3c2c1	8.4
CCSc1nc(N)c2c3c(sc2n1)COC(C)(CC)C3 (stereo not drawn)	2.7
CCOc1ccc(C(=O)Nc2ccccc2OC)cc1Br	6.9
C/C(=N/O)C(O)C12CC3CC(CC(C3)C1)C2 (stereo not drawn)	2.6
NC(=S)N/N=C/c1ccc(C2C=CCC2)s1 (stereo not drawn)	-4.1
Cc1ccc([N+](=O)[O-])cc1NC(=O)COc1ccccc1Cl	11.5
COc1ccc(N(CC(=O)Nc2ccccc2)S(C)(=O)=O)c(OC)c1	8.3
CCOC(=O)c1c(NC(C)=O)sc2c1CCC/C2=N/OC(=O)c1ccccc1	10.1
O=C(/C=C/c1ccc2c(c1)OCO2)n1cnc2ccccc21	9.8
O=C(COc1cccc2ccccc12)NNC(=O)Cc1ccc(Cl)cc1	-4.8
COC(=O)COc1ccc(/C=C2\C(=O)NC(=O)N(c3ccc(Cl)cc3)C2=O)cc1OC	4.2
O=C(N/N=C/c1ccc2c(c1)OCO2)c1ccc(CO)nc1	-1.5
CCOc1ccc(C(NC(=O)Cc2cc(OC)c(OC)cc2Br)c2ccc(OC)cc2)cc1 (stereo not drawn)	3.4
CC(=O)Nc1sc(C(=O)OC(C)C)c(C)c1C(N)=O	3.4
CCOc1cc(/C=C/C(=O)O)cc(I)c1OC	9.4
O=C(Nc1ccc(Cc2ccncc2)cc1)c1ccc(-c2cccc(Cl)c2)o1	5.0
CCCC(=O)Nc1ccc(N2CCOCC2)cc1	-0.5
COC(=O)c1n[nH]c(=O)c2ccccc12	10.2
COc1ccc(/C=N/NC(=O)C(=O)NCc2ccccn2)cc1	2.1
COc1ccc(C2Nc3ccccc3C(=O)N2c2ccccc2)cc1COc1ccc(NC(C)=O)cc1 (stereo not drawn)	87.0*
CCOc1ccc2c(=O)c(-c3ccccc3OC)c(C(F)(F)F)oc2c1	-4.0
CC(=O)Nc1ccc(N2C(=O)c3ccc(C(=O)c4cccc([N+](=O)[O-])c4)cc3C2=O)cc1	-1.9
CCN(CC)c1ccc(NC(=O)c2oc3ccccc3c2C)cc1	1.8
CN(C)c1ccc(/C=C2/C(=O)NN(c3cccc(Cl)c3)C2=O)cc1	13.7
O=C(NCCc1ccccc1)C1CC(=O)N(c2ccc(Br)cc2)C1 (stereo not drawn)	8.2
COc1cccc(CN2CCN(C(=O)c3cccc(F)c3)CC2)c1OC	7.2
CCOC(=O)c1c(NC(=O)CCN2C(=O)c3ccccc3C2=O)sc(C(C)=O)c1C	7.6
